hcGAS lum: Primary biochemical luminescence assay for human cyclic GMP-AMP synthase inhibitors | AID 1259398, 2018 | actives 0.081% (n = 290,000) | Q8N884 | inhibition, % at 12.5 µM | recombinant h-cGAS, ATP depletion, Kinase-Glo luminescence;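 also: 0% = vehicle reaction and 100% = reaction without DNA for no activity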
Target sequence (Q8N884 whole entry, looked up): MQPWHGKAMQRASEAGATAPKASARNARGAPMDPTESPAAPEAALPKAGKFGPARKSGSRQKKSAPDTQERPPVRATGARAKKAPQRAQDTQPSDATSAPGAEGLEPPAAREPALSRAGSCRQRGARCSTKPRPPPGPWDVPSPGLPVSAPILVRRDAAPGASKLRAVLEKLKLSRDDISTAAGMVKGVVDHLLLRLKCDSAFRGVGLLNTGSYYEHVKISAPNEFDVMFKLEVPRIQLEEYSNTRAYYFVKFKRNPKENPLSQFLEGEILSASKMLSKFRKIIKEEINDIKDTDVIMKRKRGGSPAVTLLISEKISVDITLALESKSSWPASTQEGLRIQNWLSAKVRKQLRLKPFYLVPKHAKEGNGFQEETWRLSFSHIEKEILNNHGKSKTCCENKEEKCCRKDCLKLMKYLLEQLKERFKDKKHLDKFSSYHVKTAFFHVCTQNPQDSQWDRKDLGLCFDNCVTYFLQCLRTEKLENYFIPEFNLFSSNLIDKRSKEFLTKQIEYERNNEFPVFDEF
NPYLR7 agonist: agonists of mosquito NPYLR7 receptor, primary screen, cell-based, Aedes aegypti, calcium fluorescence, mosquito biting behavior; actives 0.15% (n = 270,000); activation, % at 10 µM; AID 1259423, 2018; HEK293T NPYLR7/Galpha15, GCaMP6s calcium fluorescence; in the data active = activation above about 40%;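 also: 0% = vehicle and 100% = reference agonist at the receptor; some compounds past the cut are filed as inactive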
mcGAS inh: cyclic GMP-AMP synthase inhibitors, mouse, primary biochemical chemiluminescence. recombinant cGAS, Kinase-Glo ATP depletion luminescence. inhibition, % at 12.5 µM. actives 0.15% (n = 160,000);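 also: 0% = negative control wells and 100% = reference inhibitor with no enzyme activity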
Active calls of the source: *; · = no result given; & = joins results of further samples. Rule as the data show it, unless noted: active = inhibition above about 40%; inactive = the rest. The order is random; 0.29% or so of the library scored in one or more.

SMILES	hcGAS lum	NPYLR7 agonist	mcGAS inh
O=C(COc1cccnc1)N1CCOC(c2ccc(Cl)c(Cl)c2)C1 (stereo not given)	-4.2	21.8	·
Cc1cc(N2C(=O)c3oc4cc(C)c(Cl)cc4c(=O)c3C2c2ccc(F)cc2)no1 (stereo not given)	-7.2	5.5	·
Cc1ccc(NC(=O)Cn2nc3c(=O)n(-c4ccc(Br)cc4)ccn3c2=O)c(C)c1	-5.0	3.7	-8.7
COC(=O)c1cc(=O)[nH]c(=S)[nH]1	-10.4	-1.1	-7.8
CN(CC(=O)NCC#N)C1(c2ccccc2Cl)CCCCC1=O (stereo not given)	-0.2	0.5	·
O=C(O)c1cccnc1CN1CCCC(c2ccccc2)CC1 (stereo not given)	-13.6	9.0	·
Cc1[nH]nc(NC(=O)CNC(=O)/C=C/c2ccccc2)c1C	-5.1	4.1	-17.6
CCOC(=O)CC(=O)N1C[C@H](Oc2ccccn2)[C@H]2C[C@@H]1CC[C@H]2OC	-3.9	25.1	-8.7
CCc1nc2ccc(C(=O)NCc3cccs3)cn2c1N(CC)Cc1ccc(OC)c(OC)c1	-3.7	6.9	-2.1
Fc1ccccc1-c1nn(CN2CCOCC2)c(=S)n1C1CCCCC1	-6.7	0.0	·
CSc1ccc(C=CC(=O)Nc2nnc(C)s2)cc1	5.9	-2.8	-0.9
Cc1cccc(-c2noc(-c3cccn4c(=O)n(CC(=O)N5CCN(c6ccccc6)CC5)nc34)n2)c1	-5.0	-2.4	-5.6
O=C(C=Cc1cccs1)NC1CC1	-4.6	2.1	·
Cc1ccc(Cc2nc(N3CCCN(C(=O)c4ccc(Cl)cc4)CC3)c3c(C)nn(-c4ccccc4)c3n2)cc1	-3.3	7.5	-5.0
Cc1nc2ccccn2c(=O)c1NC(=O)C(C)Oc1ccc2c(c1)OCO2 (stereo not given)	-4.3	-4.6	-2.3
COc1ccc(OC)c(NC(=O)C(=O)NCC2CCN(Cc3ccco3)CC2)c1	-3.8	-3.8	·
CN(CC(=O)NC(=O)Nc1ccc(Br)cc1)C1CCS(=O)(=O)CC1	-8.3	-0.6	·
CCc1nc2ccc(C(=O)N(CC)CCN(C)C)cn2c1N(C)CCCc1ccccc1	-4.4	8.4	-4.4
CCc1cccc(NS(=O)(=O)c2ccc3c(c2)CC(=O)N3)c1	-6.9	2.2	·
O=C(CSc1nc2[nH]ncc2c(=O)[nH]1)Nc1cccc(C(F)(F)F)c1	-4.7	-2.4	·
COc1ccc(CCNC(=O)C(C2CCCC2)N2CCN(C(=O)c3ccc(C(F)(F)F)cc3)CC2)cc1 (stereo not given)	-3.2	9.8	-4.1
Cc1cc(C(=O)NC2CC2c2ccccc2)ccc1-n1cncn1 (stereo not given)	0.0	1.1	·
CC(C)NC(=O)C1CCN(C2CCN(Cc3cc(Cl)ccc3O)CC2)CC1	-4.7&-4.6	3.2&13.1	-2.9
COCCCN(Cc1c(-c2cccc(C)c2)noc1N1CCOCC1)C(=O)c1cccc(Br)c1	-6.4	7.7	-3.5
CSc1ccc(NS(=O)(=O)c2ccc(Cl)s2)nc1	-9.5	3.2	·
CC(C)CCCC1CN(C(=O)CCn2cccn2)CCO1 (stereo not given)	0.9	-1.3	·
CN1CC2(CCCN(Cc3ccc(-c4ccc(Cl)cc4)o3)CC2)OC1=O (stereo not given)	-1.9	5.3	·
Cc1ccc(CNc2nc3c(-c4cccc(F)c4)nnn3c3ccccc23)cc1	-6.9	-6.3	-8.7
CC(C)C[C@H]1C(=O)N2CCC[C@H]2[C@]2(O)O[C@](NC(=O)[C@@H]3C=C4c5cccc6[nH]c(Br)c(c56)C[C@H]4N(C)C3)(C(C)C)C(=O)N12	-4.9	8.8	-4.5
CC(=O)N1CCc2cc(S(=O)(=O)Nc3ccc(C)cc3Cl)ccc21	-16.4&-1.8	5.6&-3.6	-8.3
COc1ccc2[nH]c3c(c2c1)CCc1nonc1-3	-9.6	-1.9	·
CC1CN(c2nc(Cc3ccc(Cl)cc3)ns2)CCN1C(=O)c1cccc(C(F)(F)F)c1 (stereo not given)	-5.6	-3.6	-5.9
Cc1ccccc1CNC(=O)CNc1ccc(OC2CCOC2)cc1 (stereo not given)	-10.5	2.4	·
CC(=O)c1ccc(S(=O)(=O)NC(C)C(=O)Nc2ccccn2)cc1 (stereo not given)	-7.1	6.1	-16.5
CC1(C(=O)NS(=O)(=O)Cc2cccc(Cl)c2)CCN1C(=O)CCc1ccccc1 (stereo not given)	-9.6	-1.3	·
CCc1cccc2c(C(CC(=O)NC(C)C)c3ccccc3C(F)(F)F)c[nH]c12 (stereo not given)	0.9	1.8	0.7
CC(C)(C)NC(=O)N(Cc1nccn1Cc1cccc(F)c1)C1CCCCC1	1.6	1.2	-4.2
Cc1nc([N+](=O)[O-])cn1CCC(=O)NNc1nccc(C(F)(F)F)n1	-5.0	13.5	·
COc1ccc(NS(=O)(=O)c2cc(C(=O)Nc3ccccc3)ccc2OC)cc1	-5.1	-10.7	-7.0
CCOC(=O)c1c(SC(CC)C(=O)OCC)nc(=O)[nH]c1C (stereo not given)	-14.0	18.8	-11.0
O=C(Nc1ccccc1)N1CCCC(OCc2cccc(F)c2F)C1 (stereo not given)	-3.5	-3.7	-3.8
CC(=O)O[C@@H](C)C(=O)N1CCN(c2ncccc2NC(=O)c2ccc3c(c2)OCO3)CC1	1.2	-4.6	-3.1
Cc1nn(CCC#N)cc1C=C1C(=O)NC(=O)NC1=O	-10.7	-0.4	-6.0
COc1cc(-c2cc3c(cn2)ncn3CCN2CCOCC2)cc(OC)c1OC	0.9	-11.5	-3.1
Cc1ccc2c(c1)C1(NCCS1)C(=O)N2Cc1ccc(F)cc1F (stereo not given)	0.7	26.6	·
CCCC(=O)OCc1nc2sccn2c1Br	-9.6	-3.0	-11.8
CCOC(=O)C1CCCN(C(=O)CSc2nc(Cl)cc(N3CCN(C(=O)C4CC4)C(C)C3)n2)C1 (stereo not given)	-2.5	·	0.4
Cc1[nH]nc(CCC(=O)N2CCC3(CCCN(CCc4ccccc4)C3)C2)c1C (stereo not given)	-7.0	9.1	·

Given bar-delimited: entries from further up
molecule | hcGAS lum | NPYLR7 agonist | mcGAS inh
CCOC(=O)c1c(SC(CC)C(=O)OCC)nc(=O)[nH]c1C (stereo not given) | -14.0 | 18.8 | -11.0
O=C(Nc1ccccc1)N1CCCC(OCc2cccc(F)c2F)C1 (stereo not given) | -3.5 | -3.7 | -3.8
CC(=O)O[C@@H](C)C(=O)N1CCN(c2ncccc2NC(=O)c2ccc3c(c2)OCO3)CC1 | 1.2 | -4.6 | -3.1

Next section
SMILES	hcGAS lum	NPYLR7 agonist	mcGAS inh
C=CCN(Cc1cccs1)Cn1[nH]c(-c2ccccc2)nc1=S	-4.2	2.4	-1.7
Cc1cc(C)c(NC(=O)Cn2nc(-c3ccccc3)c3sc(N4CCOCC4)nc3c2=O)c(C)c1	-8.7	-2.0	-8.1
C=C(C)CNC(=S)N=Nc1c(O)[nH]c2ccc([N+](=O)[O-])cc12	-0.1	2.1	-0.2
NC(=O)CN(Cc1ccc(Br)cc1)C(=O)c1cc(=O)c2ccccc2o1	-10.0	11.7	·
COC(=O)c1cc2c(=O)n(-c3ccccc3Cl)ccc2nc1C	-7.9	18.6	·
Cc1ccc(SCc2nnnn2C2CC2)cc1	-2.8	-2.4	·
CCC1CN(Cc2ccc(OCC(N)=O)c(Cl)c2)CCN1C(C)C (stereo not given)	-5.8	-2.9	·
Cc1ccn(CC(=O)N2CCC(n3nccc3NC(=O)C3CCCC3)CC2)n1	-10.2	-4.9	-3.2
COc1ccc(-c2cc(C(=O)O)n(-c3ccc([N+](=O)[O-])cc3)n2)c(OC)c1	-5.2	20.6	·
Cc1cc(N2CCOCC2)nc(Nc2ccc(NC(=O)CC(C)(C)C)cc2)n1	-8.3	12.2	·
COc1ccc(CCNc2cc(C)nc3c(-c4ccccc4)c(C)nn23)cc1OC	0.4	-4.3	1.1
O=C1C2C3C=CC(C4CC34)C2C(=O)N1NC(=O)C12CC3CC(CC(C3)C1)C2 (stereo not given)	-4.8	4.2	-5.5

Given with each value named: four of the compounds above.
canonical_smiles: Cc1nc2ccccn2c(=O)c1NC(=O)C(C)Oc1ccc2c(c1)OCO2 (stereo not given)
  hcGAS lum: -4.3
  NPYLR7 agonist: -4.6
  mcGAS inh: -2.3

canonical_smiles: COc1ccc(OC)c(NC(=O)C(=O)NCC2CCN(Cc3ccco3)CC2)c1
  hcGAS lum: -3.8
  NPYLR7 agonist: -3.8
  mcGAS inh: ·

canonical_smiles: CN(CC(=O)NC(=O)Nc1ccc(Br)cc1)C1CCS(=O)(=O)CC1
  hcGAS lum: -8.3
  NPYLR7 agonist: -0.6
  mcGAS inh: ·

canonical_smiles: CCc1nc2ccc(C(=O)N(CC)CCN(C)C)cn2c1N(C)CCCc1ccccc1
  hcGAS lum: -4.4
  NPYLR7 agonist: 8.4
  mcGAS inh: -4.4

Additional structures
SMILES	hcGAS lum	NPYLR7 agonist	mcGAS inh
C=C(C)CN(CC)Cc1nc(-c2ccccn2)no1	-0.3	11.0	·
O=C(CCc1csc(NC(=O)c2ccc[nH]c2=O)n1)Nc1nc2ccccc2s1	-9.8	-5.4	-14.8
CC(N)CC(=O)c1ccc(F)cc1 (stereo not given)	-3.5	1.7	·
COc1ccc(CCOC(=O)[C@@H]2CCCN2C(=O)c2ccc(C(F)(F)F)c(F)c2)cc1OC	-2.9	-11.8	-2.3
Cc1cc2nc(SCC(=O)O)[nH]c2cc1C	-3.7	-4.2	·
CN1C(=O)C(=O)N(CC(=O)N2N=C(c3cccs3)CC2c2cccs2)C1=O (stereo not given)	-2.8	-1.6	·
CCOC(=O)c1c(C)n(-c2ccccc2)c2ccc(OC(=O)c3ccc(S(=O)(=O)N4CCCCC4)cc3)cc12	-2.9	-10.2	-6.0
COc1cccc(CNC(=O)c2cc(-c3cccs3)nc3cc(C)c(C)cc23)c1	4.0	2.7	-0.1
O=C(CSc1nnc2c(Cl)cc(Cl)cn12)NC(=O)NC1CCS(=O)(=O)C1 (stereo not given)	-4.4	14.4	-6.0
COc1ccc(-n2nc([N+](=O)[O-])c(=NC(C)c3ccccc3)n2O)cc1 (stereo not given)	-2.5	-7.1	-7.7
c1cc2n(c1)CCN(C1CCOC3(CCOCC3)C1)C2 (stereo not given)	-7.4	·	0.6
COC(=O)C1CCN(C(=O)C2CC2c2cccc(Br)c2)CC1 (stereo not given)	-4.5	12.4	·
CC(Sc1nc2ccccc2[nH]1)C(=O)N/N=C\c1cc(Br)ccc1O (stereo not given)	-5.7	-9.8	-1.9
COc1cc(Nc2cc3c(cn2)cc(-c2cccc(N(C)C(C)=O)c2)n3C)cc(C(F)(F)F)c1	-4.7	15.1	-7.0
Cc1ccc(C=C2NC(=S)N(Cc3ccccc3)C2=O)o1	-6.2	14.4	·
COCCN(CC(=O)Nc1nc(CC(=O)NCc2ccc3c(c2)OCO3)cs1)C(=O)c1ccc(Cl)cc1Cl	0.9	17.7	-2.6
CCc1nc(C2CCCN2CCCS(=O)(=O)c2ccccc2)no1 (stereo not given)	-1.4	-3.4	·
O=C(c1ccccc1F)N1CCCC(N2CCN(Cc3ccc4c(c3)OCO4)CC2)C1 (stereo not given)	-3.7	10.0	·
Cc1ccc(-c2nc(CCNC(=O)NCC3CCCO3)co2)cc1 (stereo not given)	-8.4	-7.3	-14.3
Cc1nn(-c2ccccc2)c(C)c1CN(C)C(=O)CCCNC(=O)NC1CCCCC1	-4.1	4.0	·
CCOc1cc2c(cc1CNC(=O)Cn1[nH]c(=O)c3ccccc3c1=O)OC(C)C2 (stereo not given)	-1.8	-0.2	-14.0
CCn1c(C)c(C)n2c3c(=O)n(C(C)C(C)=O)c(=O)n(C)c3nc12 (stereo not given)	-8.2	-1.0	·
CCCCN(CCCC)C(=O)c1csc(Br)c1	-2.8	2.5	·
CCCCCCn1c(CN2CCCC(C)C2)nc2c1c(=O)n(C)c(=O)n2C (stereo not given)	-5.1	11.7	·
Cc1cc(OCC(=O)Nc2ncc(Cc3ccccc3Cl)s2)no1	-11.9	2.0	·
